BLM helicase inh: blocks DNA unwinding by human BLM helicase; P54132; Potency, µM (doses to about 56.1 µM), for the others: at the highest dose activity change, negative = inhibition, hits mostly inhibitors; recombinant BLM DNA unwinding, fluorescence dequenching; AID 2528; hit rate 0.2% among 350,000;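 note: plate controls were vehicle for no effect and no enzyme for full effect; nearly all actives have a fitted effect of over 35% in size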
APEX1 inh: inhibitors of human APE1 endonuclease; recombinant APE1, TAMRA/BHQ-2 abasic DNA cleavage fluorescence; Potency, µM (series often up to 65.8 µM), for inactives: at the top dose activity change, negative = inhibition, actives largely listed as inhibitors; hit rate 0.35% among 350,000; P27695;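 note: plate controls were vehicle for no effect and reference inhibitor for full effect; nearly all actives have a fitted effect of over 55% in size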
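Quantitative HTS: incision of a TAMRA/BHQ-2 double-stranded substrate bearing a tetrahydrofuran abasic site by 0.75 nM APE1 raises fluorescence. Substrate 50 nM final, added after 15 min compound preincubation at room temperature; progress as third-minus-first kinetic read difference.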
BAZ2B block: BAZ2B (human) inhibition | hit rate 4.4% among 360,000 | AlphaScreen BAZ2B-H3K14Ac peptide displacement | Potency, µM (series often up to 114 µM), inactives show at the highest dose activity change, negative = inhibition, hits mostly inhibitors; note: % is set by controls: 0 for no effect and ±100 for the full control effect; nearly all actives have a fitted effect of over 60% in size
Target sequence (Q9UIF8 whole entry, looked up): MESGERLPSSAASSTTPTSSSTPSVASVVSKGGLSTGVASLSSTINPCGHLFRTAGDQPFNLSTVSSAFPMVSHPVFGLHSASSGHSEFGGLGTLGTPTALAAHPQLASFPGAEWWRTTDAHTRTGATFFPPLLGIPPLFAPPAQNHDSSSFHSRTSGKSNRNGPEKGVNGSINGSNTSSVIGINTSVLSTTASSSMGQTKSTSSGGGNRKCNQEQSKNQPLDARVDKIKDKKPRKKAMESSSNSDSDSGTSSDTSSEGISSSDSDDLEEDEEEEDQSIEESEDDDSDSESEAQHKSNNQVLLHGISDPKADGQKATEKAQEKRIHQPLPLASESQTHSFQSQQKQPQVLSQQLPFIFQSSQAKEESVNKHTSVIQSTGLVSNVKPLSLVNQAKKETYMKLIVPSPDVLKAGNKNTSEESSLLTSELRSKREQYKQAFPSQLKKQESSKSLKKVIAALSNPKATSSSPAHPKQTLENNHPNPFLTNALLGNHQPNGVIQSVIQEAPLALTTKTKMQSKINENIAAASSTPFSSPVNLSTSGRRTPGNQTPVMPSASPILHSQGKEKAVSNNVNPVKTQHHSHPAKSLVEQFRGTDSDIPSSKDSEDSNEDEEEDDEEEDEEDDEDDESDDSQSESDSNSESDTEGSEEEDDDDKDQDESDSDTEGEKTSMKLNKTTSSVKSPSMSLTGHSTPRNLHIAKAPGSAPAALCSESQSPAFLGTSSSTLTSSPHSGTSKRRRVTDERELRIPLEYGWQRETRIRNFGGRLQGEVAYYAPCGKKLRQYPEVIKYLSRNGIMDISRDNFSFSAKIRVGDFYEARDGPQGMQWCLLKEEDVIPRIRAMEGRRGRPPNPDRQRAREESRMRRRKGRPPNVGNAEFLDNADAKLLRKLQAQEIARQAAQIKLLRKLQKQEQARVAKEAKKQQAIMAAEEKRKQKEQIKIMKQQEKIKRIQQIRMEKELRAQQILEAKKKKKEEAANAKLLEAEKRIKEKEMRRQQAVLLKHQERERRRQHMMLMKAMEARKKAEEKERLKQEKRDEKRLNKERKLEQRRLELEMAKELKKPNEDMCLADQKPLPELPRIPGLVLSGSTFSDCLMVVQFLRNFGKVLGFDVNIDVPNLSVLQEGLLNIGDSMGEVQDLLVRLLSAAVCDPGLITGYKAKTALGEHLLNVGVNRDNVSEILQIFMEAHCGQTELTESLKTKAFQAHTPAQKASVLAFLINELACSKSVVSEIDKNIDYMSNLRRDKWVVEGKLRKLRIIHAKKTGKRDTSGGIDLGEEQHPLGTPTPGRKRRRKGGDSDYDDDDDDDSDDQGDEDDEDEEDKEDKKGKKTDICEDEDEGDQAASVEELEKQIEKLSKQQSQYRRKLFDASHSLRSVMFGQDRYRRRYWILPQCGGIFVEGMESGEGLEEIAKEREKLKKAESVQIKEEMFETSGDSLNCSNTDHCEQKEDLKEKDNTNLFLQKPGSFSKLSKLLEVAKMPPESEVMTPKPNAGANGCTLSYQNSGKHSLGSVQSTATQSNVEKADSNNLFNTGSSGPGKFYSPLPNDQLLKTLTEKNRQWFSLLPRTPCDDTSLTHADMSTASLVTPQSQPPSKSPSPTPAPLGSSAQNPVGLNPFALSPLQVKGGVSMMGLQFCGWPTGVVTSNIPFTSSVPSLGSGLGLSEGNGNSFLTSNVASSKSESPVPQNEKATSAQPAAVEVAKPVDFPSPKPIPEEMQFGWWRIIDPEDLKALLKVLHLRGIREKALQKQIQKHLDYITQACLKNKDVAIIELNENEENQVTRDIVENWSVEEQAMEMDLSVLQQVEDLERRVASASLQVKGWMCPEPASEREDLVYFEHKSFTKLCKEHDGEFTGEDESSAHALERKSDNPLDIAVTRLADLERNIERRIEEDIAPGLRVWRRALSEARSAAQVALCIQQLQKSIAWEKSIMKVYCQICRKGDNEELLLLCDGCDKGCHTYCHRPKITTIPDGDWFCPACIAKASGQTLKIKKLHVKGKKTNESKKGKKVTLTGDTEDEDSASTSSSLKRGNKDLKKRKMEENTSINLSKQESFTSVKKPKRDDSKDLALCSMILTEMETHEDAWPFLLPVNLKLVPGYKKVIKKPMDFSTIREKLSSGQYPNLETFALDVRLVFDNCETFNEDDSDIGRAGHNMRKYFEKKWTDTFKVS
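AlphaScreen displacement of biotin-H3(5-23)K14Ac peptide (50 nM final) from BAZ2B (50 nM final) in PBS pH 7.4, 0.01% Tween-20; complex preformed 30 min RT, then compounds (top 110 uM) 30 min RT, beads 20 min dark.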
Pol beta inh: blocks human DNA polymerase beta activity. Pol beta primer extension/strand displacement, fluorescence kinetic. hit rate 1.3% among 340,000. P06746. Potency, µM (highest dose often 114 µM), without a hit: at the highest dose activity change, negative = inhibition, actives largely listed as inhibitors. AID 485314; note: % is set by controls: 0 for no effect and ±100 for the full control effect
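Preincubation: enzyme (10 nM) with compound, 15 min, RT. Reaction: substrate added to 50 nM final. Reads: 0 and 10 min. Analysis: normalized, Hill fit.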
Apoferritin bind: candidate novel general anesthetic via apoferritin binding | AID 485281 | P02791 | hit rate 0.074% among 350,000 | apoferritin/1-aminoanthracene competitive binding, fluorescence | Potency, µM (highest dose often 77.5 µM), for inactives: at the highest dose activity change, negative = displacement, actives largely listed as inhibitors; note: % is set by controls: 0 for no effect and ±100 for the full control effect; nearly all actives have a fitted effect of over 20% in size
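In PBS, apoferritin at 10 uM is loaded with 1-AMA from a 50% saturated solution. After 10 min of compound exposure at ambient temperature, reduced 535 nm fluorescence indicates probe displacement.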
POLK inh: inhibitors of human DNA polymerase kappa; Q9UBT6; purified Pol kappa, fluorescent DNA synthesis assay, 10 min; Potency, µM (titrated, usually from 107 µM), for inactives: top-dose activity, negative = inhibition, most hits filed as inhibitors; hit rate 0.53% among 400,000; AID 588579; note: % is set by controls: 0 for no effect and ±100 for the full control effect
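Kinetic fluorescence readout at 0 and 10 min followed reaction start with substrate at 50 nM final. Beforehand, enzyme (10 nM Pol kappa) stood 15 min with compound at room temperature; buffer-only wells were negative controls.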
G9a block: inhibitors of human histone lysine methyltransferase G9a; Q96KQ7; G9a H3K9 monomethylation, AlphaScreen, 2 h; Potency, µM (top dose mostly 102 µM), for inactives: at the top dose activity, negative = inhibition, actives largely listed as inhibitors; hit rate 8.8% among 350,000; AID 504332; note: % is set by controls: 0 for no effect and ±100 for the full control effect; nearly all actives have a fitted effect of over 75% in size
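AlphaScreen detection with an anti-monomethyl H3K9 antibody quantified product after a 2 h room-temperature reaction containing 500 nM biotinylated H3K9 peptide, 20 µM SAM and 20 nM enzyme, which had been preincubated 15 min with compound.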
POLI inh: blocks human DNA polymerase iota activity. Q9UNA4. Pol iota fluorescent replication assay, 10 min. Potency, µM (series often up to 115 µM), for inactives: at the top dose activity, negative = inhibition, hits mostly inhibitors. hit rate 1% among 390,000. AID 588590
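Pol iota at 10 nM preincubated 15 min with compounds at room temperature; reaction started with fluorescent substrate, 50 nM final. Fluorescence read kinetically at 0 and 10 min; buffer-only wells as negative control.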
Pol eta inh: inhibitors of human DNA polymerase eta; recombinant Pol eta, fluorescent DNA replication assay; Q9Y253; hit rate 1.2% among 390,000; Potency, µM (titrated, usually from 114 µM), for inactives: top-dose activity change, negative = inhibition, usual class: inhibitors; note: % is set by controls: 0 for no effect and ±100 for the full control effect
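Pol eta at 10 nM preincubated with compounds 15 min at room temperature; reaction started with fluorescent substrate (50 nM final) and read kinetically at 0 and 10 min.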
Starred values were filed as active, the others as inactive; u = inconclusive; x = not tested or not shown; & = joins results of further samples; [ ] = remark or other dose. Calls come from the whole dose curve; as a rule, active = well fitted curve in the direction sought with a large enough effect; inconclusive = small, poorly fitted or top-dose-only effect, or another doubt; inactive = no such curve, though single readings can be large; an effect the other way counts as inactive or inconclusive. Potency is the fitted concentration of half-maximal effect. An excerpt. The share of hits here may be higher or lower than overall.

SMILES	BLM helicase inh	APEX1 inh	BAZ2B block	Pol beta inh	Apoferritin bind	POLK inh	G9a block	POLI inh	Pol eta inh
COc1ccc(OCC(=O)NCCC2=CCCCC2)c([N+](=O)[O-])c1	-6%	3%	-37%	-2%	u	-4%	u	17%	-21%
O=C(NCCN1C(=O)S/C(=C/c2ccccc2)C1=O)C1CC(=O)N(Cc2ccccc2)C1 (configuration not stated)	x	9%	1%	x	x	0%	4%[12.7 µM]	-6%	3%
COc1ccc(OC)c(Nc2ccc(C(=O)O)cc2[N+](=O)[O-])c1	2%	3%	-29%	-23%	0%	-3%	-19%[59 µM]	31%[activator]	-22%
COc1ccc2c(CC(=O)NNC(=O)c3ccccc3F)coc2c1	x	27%	x	x	x	-15%	x	-4%	-10%
O=S(=O)(c1ccccc1)N1N=C(c2cccs2)CC1c1ccc(F)cc1 (configuration not stated)	-11%	-8%	15%	23%	-12%	-7%	-20%	u	-20%
C/C(=N/NC(=O)c1ccoc1C)c1cccc(NC(=O)C(F)(F)F)c1	-4%	1%	-21%	3%	-13%	-7%	-34%[59 µM]	9%	-7%
CC(C)(C)Cc1nc(-c2ccc(Cl)cc2)no1	-1%	9%	5%	1%	-2%	9%	17%[12.7 µM]	16%	-14%
COC(=O)N1[C@H](Cc2ccccc2)C=C[C@]1(C)C(=O)NCc1ccccn1	5%&2%	-1%&-4%	-31%	-23%	2%&-4%	19%	u	-15%	-3%
COc1cc(/C=C(/C#N)C(=O)Nc2ccc(Cl)cc2)ccc1Oc1nc(Cl)ncc1F	-4%	2%	-10%	-3%	-5%	2%	-8%[12.7 µM]	5%	9%
COC(=O)C(CCSC)NC(=O)Cn1ncc2c(=O)oc3ccc(C)cc3c21 (configuration not stated)	1%	-4%	-5%	19%	-6%	3%	32%[59 µM]	2%	-20%
Cc1ccc(CN2CC(C(=O)Nc3cc(C)ccn3)CC2=O)cc1 (configuration not stated)	x	-8%	0%	x	x	-2%	11%	40%[activator]	-10%
CCCN(CCC)C(=O)CSc1nc2ccsc2c(=O)n1NC(=O)c1ccccc1	-1%	-1%	1%	22%	-19%	-12%	-10%	16%	0%
COc1ccccc1N1CCN(C(=O)c2cc(=O)c3cc(C)ccc3o2)CC1	-1%	20%	-37%	4%	-19%	7%	-34%[2.33 µM]	-14%	-11%
CCCCOc1ccc(C(=O)NCC2(c3ccccc3)CCOCC2)cc1	-1%	-5%	-11%	10%	-20%	3%	-18%[59 µM]	-3%	-13%
Cc1ccc(SCC(=O)OCC(=O)N(C)CC(=O)Nc2ccccc2Cl)cc1	x	-15%	-2%	x	x	0%	-17%	25%	-1%
COc1ccc(NC2(c3ccc(Cl)cc3)C(=O)c3ccccc3C2=O)cc1	-13%	-1%	14µM*	-24%	u	-7%	28µM*	4%	-5%
Cc1ccccc1-c1nccc(Nc2ccc(F)cc2)n1	-11%	-2%	x	x	x	4%[60.1 µM]	-20%[0.501 µM]	x	x
Cc1ccc(C)c(C(=O)CSc2nnc(C)s2)c1	1%	-2%	0%	6%	u	-15%	15%	-8%	-5%
CCOc1ccccc1CNCCN1CCOCC1	0%	12%	u	50%	-12%	-6%	u	25%	-18%
CCOc1cc(C=O)cc(Cl)c1OCC(N)=O	3%	-3%	15%	9%	0%	-5%	8%	23%	-18%

Looked up one by one from above:
SMILES	BLM helicase inh	APEX1 inh	BAZ2B block	Pol beta inh	Apoferritin bind	POLK inh	G9a block	POLI inh	Pol eta inh
COc1cc(/C=C(/C#N)C(=O)Nc2ccc(Cl)cc2)ccc1Oc1nc(Cl)ncc1F	-4%	2%	-10%	-3%	-5%	2%	-8%[12.7 µM]	5%	9%
O=S(=O)(c1ccccc1)N1N=C(c2cccs2)CC1c1ccc(F)cc1 (configuration not stated)	-11%	-8%	15%	23%	-12%	-7%	-20%	u	-20%
O=C(NCCN1C(=O)S/C(=C/c2ccccc2)C1=O)C1CC(=O)N(Cc2ccccc2)C1 (configuration not stated)	x	9%	1%	x	x	0%	4%[12.7 µM]	-6%	3%
Cc1ccc(C)c(C(=O)CSc2nnc(C)s2)c1	1%	-2%	0%	6%	u	-15%	15%	-8%	-5%
CCCN(CCC)C(=O)CSc1nc2ccsc2c(=O)n1NC(=O)c1ccccc1	-1%	-1%	1%	22%	-19%	-12%	-10%	16%	0%

Remaining list, next part:
SMILES	BLM helicase inh	APEX1 inh	BAZ2B block	Pol beta inh	Apoferritin bind	POLK inh	G9a block	POLI inh	Pol eta inh
CCOc1ccc(NC(=O)Nc2ccon2)cc1	-6%	6%	-3%	30%	-4%	-5%	x	24%	-12%
CN1CCN(CCCNC(=O)c2cn(C)c3ccc(S(=O)(=O)N(C)C)cc3c2=O)CC1	-3%	2%	5%	27%	-10%	-4%	5%	54%[activator]	-20%
CCOc1ccc(S(=O)(=O)NC2=NCCCCC2)cc1	x	5%	-4%	x	x	9%	-1%[12.7 µM]	14%	-11%
COc1cc2c(cc1OC)-c1cc(Nc3ccc(F)cc3)nc(=O)n1CC2	-6%	-11%	1%	5%	38%[activator]	-29%	24%	u	0%
Cc1cc(C(=O)NCc2ccco2)on1	-4%	-6%	1%	u	-8%	u	-18%	u	-8%
O=C(CCN1C(=O)c2cccc([N+](=O)[O-])c2C1=O)Nc1nccs1	-9%	10%	-8%	-2%	-1%	-10%	40µM*	65%[activator]	-3%
CCCCC(CC)CN=C(N)NC(N)=NCCCCCCN=C(N)NC(N)=NCC(CC)CCCC (configuration not stated)	u	-14%&-3%	3%	x	-17%	u	-26%[59 µM]	u	89µM*
O=C(OCC(=O)N1CCCC1=O)c1ccc(F)c(S(=O)(=O)N2CCOCC2)c1	-4%	4%	-1%	39%	-3%	-12%	x	-9%	3%
Cc1nnc(N2C(=O)c3cccc4c([N+](=O)[O-])ccc(c34)C2=O)s1	-4%	2%	-21%	u	-9%	-4%	50µM*	-22%	u
O=C(O)c1cccc(N/N=C/C2=C(Cl)c3cc(Cl)ccc3SC2)c1	-19%	u	50µM*	u	-10%	-19%	50µM*	u	50µM*
COc1ccc(C=C2C(=O)OC(C)(C)OC2=O)cc1OC	-1%	12%	-4%	28%	9%	15%	-9%[2.33 µM]	24%	3%
Cc1ccc(CNC(=O)CN2C(=O)COc3ccc(S(=O)(=O)N4CCCCC4)cc32)o1	-2%	6%	-17%	57%[activator]	-4%	-1%	-5%[59 µM]	13%	0%
CCOC(=O)N1CCN(CCC(=O)Nc2ccc(Br)c(C)c2)CC1	2%	-1%	-17%	-13%	-7%	0%	-3%	96%[activator]	-12%
CCN(CC(=O)NCc1ccco1)S(=O)(=O)c1ccc(OC)cc1	x	-6%	3%	x	x	-15%	23%[0.501 µM]	65%[activator]	-9%
CCN(C1CCS(=O)(=O)C1)S(=O)(=O)c1ccc(OC)c(OC)c1 (configuration not stated)	x	9%	14%	x	x	-3%	8%[0.501 µM]	25%	-7%
O=C(NC1CCCC1)c1cc(-c2ccc(Cl)cc2Cl)on1	-2%	11%	-13%	30%	-6%	-5%	13%	-13%	-21%
CC(C)(C)c1ccc(C(=O)N2CCN(S(=O)(=O)c3ccc(Br)s3)CC2)cc1	x	20%	-24%	x	x	-3%	29%[12.7 µM]	6%	-8%
C=C(C)CSc1nc(N)c2c(C)c(C)sc2n1	-1%	-3%	-1%	4%	-11%	-10%	5%	-22%	-3%
COc1cc2[nH]c(=O)n(CCCCCC(=O)NCCc3ccccc3)c(=O)c2cc1OC	-2%	x	2%	0%	6%	-4%	-10%[59 µM]	-8%	-10%
COc1ccc(Cl)cc1Nc1nc(C)cc(C)c1C(N)=O	5%	0%	0%	19%	2%	-20%	25%[59 µM]	-1%	-11%
CCCCCNC(=O)CCCCn1c(=O)[nH]c2cc(OCC)c(OCC)cc2c1=O	-1%	-3%	3%	34%	-15%	-16%	24%[59 µM]	6%	2%
CN(C)C(=O)COc1ccc(C(=O)/C=C/c2cccnc2)cc1	-1%	4%	3%	15%	3%	4%	-10%	u	-17%
CCCCC(=O)Nc1ccc(C(=O)NCCN2CCOCC2)cc1	0%	9%	-5%	25%	-4%	7%	x	7%	-7%
Cc1cc(C(=O)NCCCN(C)C)c2ccccc2n1	6%	-7%	-5%	4%	3%	-8%	u	34%[activator]	-18%
Cc1ccc(C(=O)Nc2c(C)cc(-c3ccccc3)oc2=O)cc1	-2%	0%	-14%	-2%	-8%	0%	2%	68%[activator]	-16%
O=C(CCC1COc2ccccc2O1)Nc1cccnc1 (configuration not stated)	1%	-9%	-3%	6%	0%	7%	12%[59 µM]	0%	-11%
CN(CC(=O)Nc1ccccc1Cl)C(=O)CSC(=S)N1CCCC1	x	-4%	6%	x	x	-11%	24%[2.33 µM]	u	-14%
Cc1ccc2[nH]c3c(c2c1)CN(C)CC3	5%	-16%	u	21%	-8%	-10%	1%[59 µM]	12%	-4%
CCS(=O)(=O)N1CCCC(C(=O)NCc2ccc(C)cc2)C1 (configuration not stated)	-2%	-2%	-15%	7%	-9%	-12%	-29%[59 µM]	3%	-7%
COc1ccc(NC(=O)c2nc(SCc3ccccc3F)ncc2Cl)cc1	-2%	x	-6%	61%	-3%	9%&-7%	-15%[59 µM]	3%&3%	11%
O=C1CC(N2CCSCC2)C(=O)N1CCc1ccccc1 (configuration not stated)	-1%	20%	9%	0%	2%	-4%	1%[59 µM]	26%	-13%
COc1ccccc1N(CC(=O)N(C)Cc1ccccc1)S(=O)(=O)c1cccs1	x	-2%	6%	x	x	11%	-2%[2.33 µM]	-2%	-9%
CCOc1cc(/C=C2/NC(=S)NC2=O)ccc1OCc1ccc([N+](=O)[O-])cc1	-8%	0%	-11%	u	-3%	-4%	-44%[12.7 µM]	u	u
Cn1c(Cc2ccccc2)n[nH]c1=S	-1%	-3%	5%	4%	1%	-7%	10µM*	13%	-21%
C1CCN2C[C@@H]3C[C@@H](CN4CCCC[C@H]34)[C@H]2C1	-5%[21.4 µM]	x	x	x	1%[29.3 µM]	-13%[19.4 µM]	31%[21.5 µM]	x	x
Cc1nnc(NC(=O)C2COc3ccccc3O2)s1 (configuration not stated)	-11%	-6%	-1%	9%	-10%	-12%	20%	u	u
CCOC(=O)C1=C(C)NC(=S)NC1c1ccc(-c2ccc(Cl)cc2)o1 (configuration not stated)	-10%	4%	-37%	29%	-4%	-4%	u	17%	-17%

Screening data as filed in PubChem.
